CYP2C19 inh: human CYP2C19 inhibition; inhibition, % at 5 µM; CYP2C19 Supersomes, luciferin-H EGE luminescence, 30 min; P33261; hit rate 21% among 96,000;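 active = CYP2C19 inhibition above a set limit at 5 µM in the primary screen, cut at about 50% in these data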;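 note: plate controls were negative control wells for no effect and 2.5 mM tranylcypromine positive control for full effect; values of inactives mirror those of a sister screen read the other way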
CYP2C9 inhib: human CYP2C9 inhibition; P11712; CYP2C9 Supersomes, luciferin-H conversion, luminescence; inhibition, % at 5 µM; hit rate 20% among 96,000;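 active = blocking of liver enzyme CYP2C9 beyond about 50% at 5 µM, limit read from the data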; note: values of inactives mirror those of a sister screen read the other way
PLAP activator: activates human placental alkaline phosphatase; P05187; hit rate 1.2% among 96,000; AID 696; activation fold at 20 µM; purified PLAP enzyme, luminescent substrate read-out; stronger effect = higher value; in the data active = activation fold above about 2
CYP2C19 activ: cytochrome P450 2C19 (human) activation | recombinant CYP2C19, luciferin-H EGE luminescence; stronger effect = higher value; 0 = fully inhibited enzyme, 1 = untreated enzyme | activation factor at 5 µM | 96,000 tested, under 10 active;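 active = activation factor of at least 2 at 5 µM in the primary screen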;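 note: 0 = wells with 2.5 mM tranylcypromine and 1 = vehicle-only wells; values of inactives mirror those of a sister screen read the other way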
CYP2C9 activ: CYP2C9 (human) activation. P11712. hit rate 1.4% among 96,000. activation factor at 5 µM. recombinant CYP2C9, luciferin-H conversion, luminescence; stronger effect = higher value; factor 1 = untreated enzyme, 0 = blocked. AID 1024;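 active = activation factor of 2 or more for CYP2C9 at a 5 µM dose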;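 note: 0 = sulfaphenazole-blocked wells and 1 = vehicle-only wells; values of inactives mirror those of a sister screen read the other way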
Pyk2 oligo antag: antagonists of human Pyk2 oligomerization. Q293 cells, Pyk2 FERM NanoBiT luminescence; stronger effect = lower value. Q14289. hit rate 0.83% among 99,000. z-score (the deposit names both 25 µM and 10 µM). AID 1347419;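 active = Z-score of -3 or lower, scaled per plate to the spread of control and sample wells; inactive = z-score above -3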;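 note: negative z-score means lost luminescence so less FERM oligomerization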
Target sequence (Q14289 whole entry, looked up): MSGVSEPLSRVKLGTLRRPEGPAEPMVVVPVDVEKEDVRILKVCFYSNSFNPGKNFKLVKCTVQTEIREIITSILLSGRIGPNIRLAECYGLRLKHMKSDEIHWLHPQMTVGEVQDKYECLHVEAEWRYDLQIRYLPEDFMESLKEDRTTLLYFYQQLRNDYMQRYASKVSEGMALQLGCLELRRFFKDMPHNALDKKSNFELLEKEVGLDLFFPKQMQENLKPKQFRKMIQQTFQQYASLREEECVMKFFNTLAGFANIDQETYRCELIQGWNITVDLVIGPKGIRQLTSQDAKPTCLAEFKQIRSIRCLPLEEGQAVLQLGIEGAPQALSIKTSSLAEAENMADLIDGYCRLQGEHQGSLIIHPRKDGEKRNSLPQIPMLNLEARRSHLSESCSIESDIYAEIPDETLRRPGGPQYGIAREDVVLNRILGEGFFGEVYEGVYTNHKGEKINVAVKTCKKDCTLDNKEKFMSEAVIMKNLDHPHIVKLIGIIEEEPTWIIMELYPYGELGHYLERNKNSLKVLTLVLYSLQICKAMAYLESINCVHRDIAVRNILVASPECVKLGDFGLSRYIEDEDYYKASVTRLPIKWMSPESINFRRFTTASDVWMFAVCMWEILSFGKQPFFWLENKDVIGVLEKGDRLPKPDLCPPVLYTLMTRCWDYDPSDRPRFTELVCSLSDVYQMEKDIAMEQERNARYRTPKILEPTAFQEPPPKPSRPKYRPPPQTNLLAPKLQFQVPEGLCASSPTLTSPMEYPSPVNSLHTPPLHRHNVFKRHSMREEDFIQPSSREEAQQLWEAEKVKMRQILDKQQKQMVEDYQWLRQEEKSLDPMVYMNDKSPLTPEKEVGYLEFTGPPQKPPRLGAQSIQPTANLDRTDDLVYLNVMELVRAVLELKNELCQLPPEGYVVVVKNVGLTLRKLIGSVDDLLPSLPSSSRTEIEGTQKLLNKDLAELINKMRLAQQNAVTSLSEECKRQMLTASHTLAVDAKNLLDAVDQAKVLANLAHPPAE
E coli WT exp: blocks growth of wild type E. coli BW25113; growth inhibition, % at 100 µM; AID 710; OD600 absorbance; hit rate 0.15% among 98,000;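 active = growth inhibition above about 50% at one test dose, limit read from the data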;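 note: growth measured after 20 h incubation at 37 °C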
EphB4 antag: blocks human EphB4 binding to ephrin-B2 | P54760 | EphB4 LBD / TNYL-RAW-Alexa532 peptide, fluorescence polarization | inhibition, % at 7 µM | hit rate 0.15% among 97,000 | AID 720;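 active = inhibition above the screen-wide mean inhibition plus 3 SD, cut at about 15% in these data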;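 note: 0% = DMSO wells and 100% = excess unlabeled TNYL-RAW peptide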
PostGolgi yeast: growth inhibition of a yeast mutant, post-Golgi transport screen; post-Golgi transport phenotypic cell assay; inhibition, % at 10 µM; hit rate 0.9% among 98,000; AID 739; in the data active = inhibition above about 30%;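 note: yeast cells grown in 1536-well plates; yeast grown about 18 h at 30C before absorbance read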
* = called active by the depositor; . = not tested or not shown.

SMILES | CYP2C19 inh | CYP2C9 inhib | PLAP activator | CYP2C19 activ | CYP2C9 activ | Pyk2 oligo antag | E coli WT exp | EphB4 antag | PostGolgi yeast
COc1ccc(Cl)c(NC(=O)Nc2c(C)n(-c3ccccc3)c(=O)n2C)c1 | 2 | -8 | 1.4 | 1 | 1.1 | 0.47 | 3 | 0 | -3
O=C(CCN1C(=O)COc2ccccc21)NCCCN1CCc2ccccc2C1 | 8 | 10 | 1.3 | 0.9 | 0.9 | 1.5 | 7 | -9 | -4
Cc1ccc(-n2c3c(c(=O)[nH]c2=S)C(C(F)(F)F)(C(F)(F)F)NC(=O)N3)cc1 | -6 | 54* | 1.3 | 1.1 | 0.5 | -0.84 | 8 | -5 | 0
CCOc1ccc(OCCOCCN2CCOCC2)cc1 | 3 | -10 | 1.2 | 1 | 1.1 | 0.66 | 1 | -4 | 7
CCOc1ccc(N(CC(=O)Nc2ccc(OC)cc2)S(C)(=O)=O)cc1 | 11 | 20 | 1 | 0.9 | 0.8 | -0.1 | 1 | -4 | -8
COc1ccc(-c2noc(COc3ccc4c(c3)OCO4)n2)cc1OC | 13 | 9 | 1.2 | 0.9 | 0.9 | 1.3 | -4 | 4 | 0
O=C(Nc1ccc2c(c1)OCCO2)C1CCN(S(=O)(=O)Cc2ccccc2)CC1 | 21 | 16 | 0.8 | 0.8 | 0.8 | 0.04 | -2 | 0 | -2
CN(C)c1cccc(NC(=O)Cc2ccc(F)cc2)c1 | 98* | 62* | 1 | 0 | 0.4 | -0.45 | 6 | -3 | 7
Cc1cc(C)c2c(n1)nn1c(NCCOCCO)cc(C)nc21 | 0 | -30 | 1.6 | 1 | 1.3 | -0.07 | 0 | -11 | 8
Cn1c(=O)n(C)c2cc(/C=N/n3cnnc3)ccc21 | 17 | 12 | 0.9 | 0.8 | 0.9 | -0.32 | 2 | -15 | 13
COc1ccc(C(C(=O)NCc2ccccc2)N(Cc2ccc3c(c2)OCO3)C(=O)c2cnccn2)cc1 (stereo not drawn) | 94* | 94* | 1.7 | 0.1 | 0.1 | -2 | -9 | 4 | 0
CSc1ccccc1-n1nnnc1SCC(=O)Nc1ccccc1C | 87* | -232 | 0.9 | 0.1 | 3.3* | -1.7 | -8 | 4 | -8
COc1ccc(OC)c(NC(=O)CSc2nc3cccnc3n2C)c1 | 40 | 8 | 0.8 | 0.6 | 0.9 | 0.39 | 2 | -5 | -17
COc1cc(OC)cc(-c2cc3nc4c(c(N5CCN(c6ncccn6)CC5)n3n2)CCCC4)c1 | 95* | 94* | 1.6 | 0 | 0.1 | 0.22 | -7 | -1 | 1
Cc1cc(N2CCC(N(C)C3CCCC3)CC2)nc2cc(O)ccc12 | 14 | 4 | 1.6 | 0.9 | 1 | . | 6 | . | -5
CCOC(=O)N1CCN(S(=O)(=O)c2ccc3c(c2)CCN3C(=O)C2CCC2)CC1 | 4 | 24 | 0.8 | 1 | 0.8 | 0.91 | 1 | . | 19
COc1ccccc1Oc1ccc2c(c1)C(=O)N(c1ccc(O)cc1)C2=O | 16 | -51 | 0.7 | 0.8 | 1.5 | 0.52 | -3 | . | 1
c1c2c(cc3sc(N4CCOCC4)nc13)OCCO2 | 87* | 46 | 0.9 | 0.1 | 0.5 | 0.47 | -1 | -7 | 8
O=C(CN1CCN(c2ccc(F)cc2)CC1)N1CCC(Cc2ccccc2)CC1 | 54* | 69* | 1.6 | 0.5 | 0.3 | 0.96 | -5 | 6 | 2
Cc1nc2ccccc2c2oc(C(=O)N3CCc4ccccc4C3)cc12 | 24 | 37 | 1.5 | 0.8 | 0.6 | . | -6 | -9 | -10

Next part; it opens with the two that closed the last part.
SMILES | CYP2C19 inh | CYP2C9 inhib | PLAP activator | CYP2C19 activ | CYP2C9 activ | Pyk2 oligo antag | E coli WT exp | EphB4 antag | PostGolgi yeast
O=C(CN1CCN(c2ccc(F)cc2)CC1)N1CCC(Cc2ccccc2)CC1 | 54* | 69* | 1.6 | 0.5 | 0.3 | 0.96 | -5 | 6 | 2
Cc1nc2ccccc2c2oc(C(=O)N3CCc4ccccc4C3)cc12 | 24 | 37 | 1.5 | 0.8 | 0.6 | . | -6 | -9 | -10
Cc1ccc(-c2csc(NC(=O)c3cccs3)n2)cc1 | -2 | 3 | 1.2 | 1 | 1 | -3.3* | -4 | -2 | -3
CSc1nnc2c(n1)OC(c1cn(C)c3ccccc13)N(C(C)=O)c1ccccc1-2 (stereo not drawn) | 1 | 2 | 0.9 | 1 | 1 | . | 6 | -9 | -5
COc1ccc(C(C)=O)cc1CSCCC#N | 8 | 3 | 0.9 | 0.9 | 1 | -0.22 | -2 | 12 | -3
CCNC(=O)N(C)c1nncnc1C(=O)NC | -12 | -2 | 0.9 | 1.1 | 1 | 0.71 | -4 | 6 | 0
CN(C(=O)C1CCOC1)c1nnc(-c2cnccn2)s1 (stereo not drawn) | 32 | 8 | 0.9 | 0.7 | 0.9 | -0.2 | 1 | -1 | 19
Cc1ccc2sc(NC(=O)CN3C(=O)CCC3=O)nc2c1C | -11 | -6 | 1.3 | 1.1 | 1.1 | . | 8 | . | -3
O=C(Nc1nc(-c2cc3ccccc3oc2=O)cs1)c1ccc(Br)o1 | 25 | 49 | 1.3 | 0.7 | 0.5 | 0.96 | -8 | 10 | -4
Cc1cccc(-n2c(N)cc(=O)nc2SC(C)C(=O)NC2CCCCC2)c1 (stereo not drawn) | 13 | 28 | 1.5 | 0.9 | 0.7 | . | 11 | 1 | 10
CCC(=O)Nc1ccc(NC(=O)c2ccco2)c(OC)c1 | -6 | 26 | 0.9 | 1.1 | 0.7 | 0.22 | 4 | 1 | 1
COCC(=O)/C=C1\Sc2ccccc2N1C | 7 | -7 | 0.8 | 0.9 | 1.1 | 1.6 | 6 | -2 | -1
Cc1ccnc2nc(C(=O)Nc3nccs3)nn12 | 5 | 2 | 1.3 | 0.9 | 1 | 0.51 | 0 | 0 | -12
O=C(NCC(c1ccc(F)cc1)N1CCOCC1)c1ccc(Br)o1 (stereo not drawn) | 61* | 24 | 1.3 | 0.4 | 0.8 | 1.2 | -5 | 0 | 0
Cc1ccc2c(c1C)NC(C)CC2C (stereo not drawn) | -14 | -19 | 1 | 1.1 | 1.2 | 0.07 | -4 | -2 | 7
O=C(CSc1nnc(NC(=O)C2CCC2)s1)NC1CC1 | -16 | -17 | 0.9 | 1.2 | 1.2 | 0.53 | 3 | -2 | -11
C/C=C/CSc1nc2c(c(=O)[nH]c(=O)n2C)n1C(C)C | 3 | -11 | 1 | 1 | 1.1 | -0.05 | 0 | 4 | 11
CCOC(=O)c1cccc(NC(=O)c2cnc3ccccc3n2)c1 | 45 | 31 | 1.1 | 0.5 | 0.7 | -1.9 | -4 | 3 | 14
CCCn1nc2cc(C(=O)NCC34CC5CC(CC(C5)C3)C4)ccc2c1OCC | -1 | 11 | 1.6 | 1 | 0.9 | . | -1 | 3 | -1
O=c1cc(-c2ccccc2)[nH]c2[nH]n(-c3ccccc3)c(=O)c12 | 0 | 56* | 0.8 | 1 | 0.4 | -3.8* | -2 | -4 | 23
Cc1nc(SCc2nnc(-c3ccc(Cl)cc3)o2)c2c3c(sc2n1)CCC3 | -11 | 0 | 1.2 | 1.1 | 1 | . | . | . | .
COc1ccc(NC(=O)c2cc(CC(C)C)on2)cc1OC | 24 | -31 | 1.2 | 0.8 | 1.3 | . | 6 | . | 0
CCc1nc2ccccc2c(=O)n1NC(=O)c1c(O)c2cccc3c2n(c1=O)CCC3 | -2 | 26 | 1.4 | 1 | 0.7 | 1.2 | 0 | -1 | 3
O=C(Nc1ccc2c(c1)OCCO2)c1cncc(Br)c1 | 26 | 33 | 0.8 | 0.7 | 0.7 | -0.77 | -8 | -4 | 25
Cc1ccc(-c2noc(CCC(=O)Nc3ccccc3C)n2)cc1 | 20 | 37 | 0.8 | 0.8 | 0.6 | -0.1 | -5 | -3 | -3
Brc1ccc(-c2noc(COc3ccc4c(c3)CCC4)n2)o1 | 20 | 64* | 0.7 | 0.8 | 0.4 | . | 6 | . | -3
C=CCn1c(SCC(=O)NCCCC)nc2scc(-c3ccco3)c2c1=O | . | . | . | . | . | 0.5 | -6 | 0 | -1
CCn1cc(C2=NOC(C(=O)Nc3ccccc3C(=O)OC)C2)c(C)n1 (stereo not drawn) | 24 | -148 | 1.2 | 0.8 | 2.5* | -0.59 | -6 | 7 | 11
Cc1ccccc1OCC(=O)NNC(=O)c1ccc(-c2ccccc2)cc1 | 16 | -24 | 1.1 | 0.8 | 1.2 | 1.4 | -3 | -3 | 2
Cc1ccccc1C(=O)N1CCC(C(=O)Nc2ccc(S(=O)(=O)N3CCCC3)cc2)CC1 | 5 | 21 | 1.8 | 1 | 0.8 | 0.65 | 3 | 4 | -1
N#Cc1cc(C(=O)c2cc(Cl)ccc2O)cn(CC2CCCO2)c1=O (stereo not drawn) | 27 | 13 | 1.1 | 0.7 | 0.9 | -0.51 | -2 | -5 | 2
Cc1cc(C(=O)N/N=C/c2cccnc2)c(C)o1 | 0 | 6 | 0.9 | 1 | 0.9 | 1.1 | 12 | -12 | -4
CN(Cc1ccccc1)Cc1c[nH]c2ccccc12 | 88* | 4 | 1.3 | 0.1 | 1 | 0.02 | 7 | 4 | -3
COc1cc(N=c2ssnc2Cl)c(OC)cc1Cl | -5 | 78* | 1.2 | 1 | 0.2 | 0.56 | 20 | 1 | 12
CCC(Sc1nc(=O)cc(N)n1-c1ccccc1)C(=O)Nc1cc(C)on1 (stereo not drawn) | 11 | 9 | 1.2 | 0.9 | 0.9 | -2.7 | -1 | -1 | 2
CC(OC(=O)C1CCN(S(=O)(=O)c2ccc(Cl)cc2)CC1)C(=O)N1CCc2ccccc21 (stereo not drawn) | 66* | -85 | 1.9 | 0.3 | 1.8 | 0.1 | -14 | 3 | 8
O=C(Nc1ccccc1)c1ccc2nc(-c3ccco3)c(-c3ccco3)nc2c1 | 61* | 67* | 1.5 | 0.4 | 0.3 | -0.63 | -18 | 2 | 3
Cc1ccc(CNC(=O)COC(=O)c2cnccn2)cc1 | 20 | 1 | 0.9 | 0.8 | 1 | 0 | -3 | -6 | 0
CCC1(COC(NC(=O)c2cccnc2)(C(F)(F)F)C(F)(F)F)COC1 | 10 | 10 | 0.9 | 0.9 | 0.9 | 1.2 | 2 | 8 | 6
Nc1ccc(Cl)cc1/C(=N/O)c1ccccc1 | 78* | 56* | 0.9 | 0.2 | 0.4 | -0.3 | 20 | . | -7
C=CCNC(=O)c1sc(SC)cc1-c1ccc(Cl)cc1 | 84* | 64* | 0.9 | 0.2 | 0.4 | -1.3 | 2 | -2 | 20
O=C(O)CCC(=O)Nc1ccc(Cc2ccc(NC(=O)CCC(=O)O)cc2)cc1 | 5 | 4 | 0.9 | 1 | 1 | 2.3 | -6 | -2 | -10
Cc1cccc(Cc2c(C)nc3c(C(=O)N4CCN(Cc5ccc6c(c5)OCO6)CC4)cnn3c2C)c1 | 93* | 76* | 1.3 | 0.1 | 0.2 | -0.14 | -3 | 5 | 12
CC(C)Cc1nnc(NC(=O)CCC(=O)Nc2ccc(F)cc2)s1 | 21 | 24 | 0.8 | 0.8 | 0.8 | 0.62 | -4 | -6 | -3
CN(C)CCCN1C(=O)CSC1c1ccccc1 (stereo not drawn) | -16 | 5 | 0.8 | 1.2 | 0.9 | . | 8 | -11 | 7
CSc1cc(-c2ccccc2)n(Cc2ccc(Cl)cc2Cl)c(=O)c1C#N | 15 | 51* | 0.7 | 0.8 | 0.5 | -0.13 | -15 | -2 | -9
Clc1ccc(-c2nnc3ccccn23)cc1 | -13 | -27 | 1 | 1.1 | 1.3 | 0.2 | 5 | -2 | -6
Cc1cc(C)n2nc(C(=O)NCc3ccccc3)cc2n1 | 28 | -20 | 1.1 | 0.7 | 1.2 | -0.43 | 4 | -7 | 43*
CC(=O)N(C)c1ccc(NC(=O)c2ccccc2C(=O)O)cc1 | 14 | -10 | 1 | 0.9 | 1.1 | 0.38 | 7 | 6 | 6
